HBB splicing – qHTS Assay for Modulators of Hemoglobin Beta Chain Splicing. HBB splicing reporter cell assay, activation; EGFP reporter with mutant IVS2-654 intron; response scale: normalised to 500 nM splice-correcting PNA. Potency, µM (highest dose often 46.1 µM), inactives show at the top dose activation, hits mostly activators. 65,000 compounds, 0.06% hits. AID 925, 2007; also: potency is read from the fitted curve at half-maximal effect; 0% is about no effect
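HeLa cells stably expressing EGFP interrupted by mutant beta-globin intron 2 (IVS2-654), 500/well in 2% FCS. Treated with compound for 2 days at 37C. Splicing correction scored as total well GFP intensity (488 nm excitation, 500-520 nm emission); 500 nM antisense PNA served as control.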
HADH2 inhib – qHTS Assay for Inhibitors of HADH2 (Hydroxyacyl-Coenzyme A Dehydrogenase, Type II) | 3-hydroxyacyl-CoA dehydrogenase type-2 (Homo sapiens), Q99714 | recombinant HADH2, NADH fluorescence, beta-hydroxybutyryl-CoA | Potency, µM (titrated, usually from 57.1 µM), for inactives: at the highest dose activity change, negative = inhibition, hits mostly inhibitors | 73,000 compounds, 3.4% hits; also: potency is read from the fitted curve at half-maximal effect; % is scaled to controls: 0 for no effect and ±100 for the full control effect; nearly all actives have a fitted effect of over 60% in size; many of its hits are not listed in these tables
Target sequence (Q99714 whole entry, looked up, one chain of several): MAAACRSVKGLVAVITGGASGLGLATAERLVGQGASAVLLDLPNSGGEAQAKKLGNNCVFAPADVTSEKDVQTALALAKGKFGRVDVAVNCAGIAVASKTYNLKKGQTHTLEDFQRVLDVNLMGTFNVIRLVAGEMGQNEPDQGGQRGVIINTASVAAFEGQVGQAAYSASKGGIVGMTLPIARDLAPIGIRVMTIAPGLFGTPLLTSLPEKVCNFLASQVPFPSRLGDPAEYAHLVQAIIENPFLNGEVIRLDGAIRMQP
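Buffer 100 mM Tris-HCl pH 9.0/0.01% Tween-20; HADH2 20 nM; NAD+ 1 mM; beta-hydroxybutyryl-CoA 90 uM (all final). 15 min cpd preincubation, RT.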
Rhodamine autofl – qHTS Assay for Spectroscopic Profiling in Rhodamine Spectral Region. Rhodamine-region fluorescence, 547/598 nm, Tris buffer; stronger effect = higher value. max dye-equivalent concentration, M. 59,000 compounds, 0.05% hits. AID 594, 2007; in the data active = max dye-equivalent concentration above about 11 nM; inconclusive = between about 1.1 nM and that limit
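Intensities are converted to rhodamine-equivalent concentration using a six-point rhodamine standard on each plate. Compounds sit 15 min at room temperature in 100 mM Tris buffer, pH 8.0; read uses the 547/598 nm excitation/emission pair.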
FLuc inh – qHTS Assay for Inhibitors of Firefly Luciferase; Luciferin 4-monooxygenase (Photinus pyralis), P08659; purified firefly luciferase, luminescence, 8 min; Potency, µM (titrated, usually from 57.1 µM), for the others: at the highest dose activity change, negative = inhibition, usual class: inhibitors; 72,000 compounds, 2.2% hits; also: potency is read from the fitted curve at half-maximal effect; % is scaled to controls: 0 for no effect and ±100 for the full control effect; nearly all actives have a fitted effect of over 40% in size
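Luminescence read-out after 8 min at room temperature; enzyme reaction used luciferin plus 10 uM ATP (linear range) in imidazole buffer pH 7.2 with KCl, MgCl2, Tween 20 and BSA. Each sample was run as a titration.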
15-hLO inh – qHTS Assay for Inhibitors of 15-hLO (15-human lipoxygenase). Polyunsaturated fatty acid lipoxygenase ALOX15 (Homo sapiens), P16050. purified 15hLO-1, xylenol orange hydroperoxide absorbance. Potency, µM (top dose mostly 57.1 µM), for the others: at the highest dose activity change, negative = inhibition, actives largely listed as inhibitors. 74,000 compounds, 1.4% hits. AID 887, 2007; also: potency is read from the fitted curve at half-maximal effect; % is scaled to controls: 0 for no effect and ±100 for the full control effect; nearly all actives have a fitted effect of over 55% in size
Target sequence (P16050 whole entry, looked up): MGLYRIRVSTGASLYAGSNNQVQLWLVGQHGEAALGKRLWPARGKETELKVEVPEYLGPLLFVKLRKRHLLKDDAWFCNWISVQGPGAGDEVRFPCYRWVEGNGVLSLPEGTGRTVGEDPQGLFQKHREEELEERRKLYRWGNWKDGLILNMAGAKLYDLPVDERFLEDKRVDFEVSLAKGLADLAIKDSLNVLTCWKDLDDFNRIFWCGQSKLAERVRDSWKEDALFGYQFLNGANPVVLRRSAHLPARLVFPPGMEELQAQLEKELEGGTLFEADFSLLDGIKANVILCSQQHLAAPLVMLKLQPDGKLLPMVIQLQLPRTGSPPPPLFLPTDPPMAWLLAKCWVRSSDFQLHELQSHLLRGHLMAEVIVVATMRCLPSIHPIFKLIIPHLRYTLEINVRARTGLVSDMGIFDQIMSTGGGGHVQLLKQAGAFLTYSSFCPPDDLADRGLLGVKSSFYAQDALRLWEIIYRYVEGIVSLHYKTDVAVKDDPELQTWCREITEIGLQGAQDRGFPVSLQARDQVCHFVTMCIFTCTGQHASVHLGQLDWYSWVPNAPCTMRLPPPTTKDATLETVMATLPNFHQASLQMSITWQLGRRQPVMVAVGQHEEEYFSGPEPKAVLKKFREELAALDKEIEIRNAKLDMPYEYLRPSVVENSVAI
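Purified human 15hLO-1 (40 nM) in 25 mM Hepes pH 7.5, 0.01% Triton X-100, preincubated 15 min RT with compound, then 50 uM arachidonic acid for 6 min. Hydroperoxide read by ferrous/xylenol orange, 30 min; 573/405 nm absorbance ratio gave progress.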
Hsp90 Hop PPI – qHTS Assay for Disrupters of an Hsp90 Co-Chaperone Interaction; Hsp90 C-terminal peptide / TPR2A (Hop) interaction, human; AlphaScreen TPR2A-His6 binding biotin-Hsp90 C-terminal peptide; Potency, µM (doses to about 57 µM), inactives show at the top dose activity change, negative = inhibition; 71,000 compounds, 0.44% hits; AID 595, 2007; active = well fitted curve in either direction with a large enough effect; inconclusive = small, poorly fitted or top-dose-only effect, or another doubt; also: potency is read from the fitted curve at half-maximal effect; % is scaled to controls: 0 for no effect and ±100 for the full control effect; many of its hits are not listed in these tables
ERK AVP block – qHTS Assay for Inhibitors of the ERK Signaling Pathway using a Homogeneous Screening Assay. HEK293-V1b, vasopressin-stimulated pERK AlphaScreen. Potency, µM (top dose mostly 57.5 µM), for the others: top-dose activity, negative = inhibition, usual class: inhibitors. 72,000 compounds, 0.99% hits. AID 995, 2007; also: potency is read from the fitted curve at half-maximal effect; % is scaled to controls: 0 for no effect and ±100 for the full control effect; nearly all actives have a fitted effect of over 55% in size
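HEK293 cells stably expressing V1b receptor, preincubated 30 min at 37 °C with compound, then stimulated 5 min with 25 nM vasopressin. Phospho-ERK by AlphaScreen SureFire after 5 h RT; normalized to DMSO and vasopressin; AC50 by Hill fit.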
DNA Pol III inh – qHTS Assay for Inhibitors of DNA Polymerase III Holoenzyme System | reconstituted DNA polymerase III holoenzyme replication, biochemical | Potency, µM (series often up to 57.1 µM), for the others: at the highest dose activity change, negative = inhibition | 71,000 compounds, 0.25% hits; also: potency is read from the fitted curve at half-maximal effect; % is scaled to controls: 0 for no effect and ±100 for the full control effect
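Reconstituted *E. coli* holoenzyme (0.35 nM Pol III, 1 nM beta, 154 nM SSB, 2 nM primase) was preincubated with compound for 15 min at RT. Synthesis on 1.4 nM ssM13Gori ran 35 min, then was stopped with PicoGreen/EDTA and read as dsDNA fluorescence.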
Tau fil binding – qHTS Assay for Tau Filament Binding; 71,000 compounds, 2% hits; Potency, µM (highest dose often 57.1 µM), inactives show at the top dose activity change, negative = inhibition; recombinant tau filaments, thioflavin S fluorescence, 15 h; filaments grown with octadecylsulfate alongside compound;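 also: potency is read from the fitted curve at half-maximal effect; % is scaled to controls: 0 for no effect and ±100 for the full control effect; actives lower thioflavin S fluorescence by blocking filaments or displacing dye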
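ThS-based fibril read: tau 1 uM final, inducer ODS 30 uM final, 37 C for 15 h, ex 450/em 510 nm.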
CRE-bla Fsk – Cell signaling CRE-BLA (Fsk stim) | CHO CRE-bla reporter (cAMP response element driving beta-lactamase), forskolin EC10, beta-lactamase ratio | Potency, µM (highest dose often 38.2 µM), without a hit: at the highest dose activity change, negative = inhibition, usual class: activators | 71,000 compounds, 2.5% hits | AID 662, 2007; active = well fitted activation curve with a large enough effect in the signal ratio, with a control signal flat, not every such curve was filed as active; inconclusive = small, poorly fitted or top-dose-only effect, or effect the other way, or a change in a side signal; the % refers to the signal ratio; also: potency is read from the fitted curve at half-maximal effect; % of control where 0% means no effect
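Cells were plated overnight at 37 °C, exposed to compound titrations plus EC10 NKH 477 for 3 h, then given CCF4 dye for 2 h at room temperature. Blue/green (460/530 nm) ratio was converted to %Activity and AC50 values calculated.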
TexasRed autofl – qHTS Assay for Spectroscopic Profiling in Texas Red Spectral Region | AID 587, 2007 | max dye-equivalent concentration, M | 59,000 compounds, 0.06% hits | Compound fluorescence, Texas Red channel, 547/618 nm; stronger effect = higher value; in the data active = max dye-equivalent concentration above about 10 nM; inconclusive = between about 1.1 nM and that limit
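Spectral interference profiling: each compound concentration's relative fluorescence, read with a 547 nm excitation and 618 nm emission filter pair, was normalized to a per-plate Texas Red standard curve.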
* hit, by the source's call; i = inactive; ? = inconclusive; nt = not tested or not shown; [ ] = remark or other dose. Unless noted, calls follow the shape of the dose curve; as a rule, active = well fitted curve in the direction sought with a large enough effect; inconclusive = small, poorly fitted or top-dose-only effect, or another doubt; inactive = no such curve, though single readings can be large; an effect the other way counts as inactive or inconclusive. The list is partial; count on the stated rates, not on these rows.

SMILES | HBB splicing | HADH2 inhib | Rhodamine autofl | FLuc inh | 15-hLO inh | Hsp90 Hop PPI | ERK AVP block | DNA Pol III inh | Tau fil binding | CRE-bla Fsk | TexasRed autofl
COc1ccc(Cn2nnnc2C(c2cccs2)N2CCSCC2)cc1 (stereo not given) | nt | 5% | i | 1% | 0% | 3% | -5% | 0% | 4% | 5% | i
CCOC(=O)c1[nH]c(C)c(/C=N/O)c1C | nt | -2% | i | 1% | 3% | -5% | ? | -6% | 8% | 22% | i
COc1ccc(CN2CCN(C(=O)CC(C)C)CC2)c2ccccc12 | -0.7% | 9% | i | 2% | 0% | -1% | -16% | -4% | -19% | -11% | i
CCNC(=O)c1ccccc1-c1nc(-c2ccccc2Cl)no1 | 1.0%[1.84 µM] | 9% | i | -25% | 1% | 1% | -13% | 3% | -7% | 12% | ?
N#CCC(=O)NCCCOC(=O)Nc1ccc(Cl)c(Cl)c1 | -0.6%[9.22 µM] | 4% | nt | 0% | -6% | -2% | -14% | -10% | -4% | -14% | nt
Cn1nnnc1SCc1cn2cccnc2n1 | -1.4% | 13µM* | i | -3% | 7% | 1% | 4% | 2% | -11% | 13% | i
CC1CCCN(C(=O)CSCC(=O)N=c2sc3ccccc3n2C)C1 (stereo not given) | 2.4% | -6% | i | 2% | 5% | -5% | 19% | -3% | 7% | ? | i
CCOc1ccc(NC(=O)CCS(=O)(=O)c2ccc3c(c2)CCCN3C(C)=O)cc1 | 0.1% | -5% | i | -2% | 5% | ? | 43%[activator] | -3% | -12% | -14% | i
CCOc1ccc(NC(=O)c2ccc(N)cc2)cc1 | 0.5% | 6% | nt | 13µM* | 7% | -4% | nt | -3% | -2% | -11% | nt
Cn1c(SCc2nc3ccccc3[nH]2)nnc1-c1cccs1 | 0.2%[1.84 µM] | 7% | i | 3% | 9% | 2% | 2% | -12% | -5% | 26% | ?
COc1ccc(CNC(=O)C2COc3ccccc3O2)c(OC)c1 (stereo not given) | -2.3% | -9% | i | -2% | -4% | 4% | 4% | -4% | -3% | -7% | i
O=C(NC1CCCCCC1)c1ccc(N2CCCC2=O)cc1 | -2.1% | 0% | i | ? | -12% | -3% | 37%[activator] | -8% | 1% | 2% | i
CCOC(=O)C1CCCN(C(=O)C2CC(=O)N(c3ccc(C)cc3)C2)C1 (stereo not given) | -0.8% | 6% | i | 2% | 7% | 0% | -10% | -11% | -14% | ? | ?
O=C(CSc1nc(-c2cccs2)cc(C(F)(F)F)n1)NCc1ccco1 | -1.7% | -3% | i | 1% | -8% | 0% | 4% | 12% | -15% | 14% | ?
Cc1ccc(C)c(S(=O)(=O)Nc2ccc(S(=O)(=O)Nc3onc(C)c3C)cc2)c1 | -0.3%[57.5 µM] | -4% | i | 4% | 12% | 2% | 1% | -17% | -3% | ? | i
O=C1CCCN1CC(CN1CCOCC1)Sc1nnnn1-c1ccccc1 (stereo not given) | -2.5%[57.5 µM] | 4% | i | -2% | 4% | -2% | -11% | 2% | 7% | 0% | i
CCCCN(CC)C(=O)Cc1c(C(=O)O)[nH]c2ccc(Cl)cc12 | -1.8% | -11% | i | -1% | -3% | 4% | 21% | -4% | 6% | -11% | i
Cc1cccc(-c2nc(CSCC(=O)N3CCN(c4ccccn4)CC3)c(C)o2)c1 | -2.1% | 7% | i | 1% | -4% | 0% | 8% | -4% | 15% | -10% | i
CC(=O)NCCNc1ncnc2ccc(-c3c(C)noc3C)cc12 | -0.4% | -5% | i | 0%[2.29 µM] | 11% | 1% | 20% | 6% | -1% | ? | i
O=S(=O)(NCc1ccc2c(c1)OCO2)c1cccc(S(=O)(=O)N2CCOCC2)c1 | -1.3% | 3% | i | 1% | 2% | -1% | 0% | -6% | 1% | ? | ?
CCCC(c1nnnn1C1CCCCC1)N1CCN(C2CCCC2)CC1 (stereo not given) | nt | -7% | i | 2% | 10% | 2% | -5% | 1% | -3% | -3% | i
NC(=O)c1cc(Cl)cn(-c2ccccc2)c1=O | 0.1% | -10% | nt | 2% | 3% | -4%[2.3 µM] | ? | -6% | -3% | 0% | nt
O=C(CN1C2=NCCN2c2ccccc21)C12CC3CC(CC(C3)C1)C2 | 3.7% | 33%[activator] | i | -5% | -26% | -3% | -15% | 2% | 38% | 6% | i
Cc1cc(C)n(CC(O)COc2cccc(OCC(O)Cn3nc(C)cc3C)c2)n1 (stereo not given) | -0.8%[9.22 µM] | 0% | nt | -1% | -2% | 1% | -14% | 3% | 2% | -9% | nt
COc1cccc(C2CC(C(F)(F)F)n3ncc(C(=O)O)c3N2)c1 (stereo not given) | 0.1% | 7% | i | 4% | 5% | -2% | -5% | -6% | 10% | 2% | i
CCN1CCc2nc(NC(=O)Cc3ccc4c(c3)OCCO4)sc2C1 | 1.1%[1.84 µM] | 10% | i | 1% | -2% | -7% | -5% | 4% | -3% | ? | ?
O=C(NC(Cc1ccccc1)C(=O)O)c1ccc(S(=O)(=O)N2CCCC2)cc1 (stereo not given) | -0.9% | 3% | i | -1% | 3% | 0% | -5% | -5% | 18% | -7% | i
O=C(Nc1cccnc1)c1cn(-c2ccccc2)nc1-c1cccs1 | -1.7% | 12% | i | 10µM* | 4% | 1% | ? | -5% | 67% | ? | i
O=C(c1cc(Cl)ccc1Cl)N1CCN(c2ccccn2)CC1 | -1.8% | 2% | i | -1% | -20% | -6% | -23% | -5% | -8% | -11% | i
COc1ccccc1N1CCN(c2ncnc3nc[nH]c23)CC1 | -0.4% | 10% | nt | 2% | -14% | -1% | nt | -4% | -9% | 12% | nt

Single values from the list.
Value for O=C(c1cc(Cl)ccc1Cl)N1CCN(c2ccccn2)CC1 under HBB splicing: -1.8%
Value for O=C(Nc1cccnc1)c1cn(-c2ccccc2)nc1-c1cccs1 under DNA Pol III inh: -5%

Further records follow.
SMILES | HBB splicing | HADH2 inhib | Rhodamine autofl | FLuc inh | 15-hLO inh | Hsp90 Hop PPI | ERK AVP block | DNA Pol III inh | Tau fil binding | CRE-bla Fsk | TexasRed autofl
NC(=O)C1(N2CCCCC2)CCN(CC(=O)Nc2cc(Cl)ccc2Cl)CC1 | -0.3% | 5% | i | -1% | -9% | -6% | -14% | -2% | -5% | -1% | i
CC(=O)Nc1ccc(C2(O)COc3ccccc3O2)cc1 (stereo not given) | -0.5%[57.5 µM] | -27% | i | -5% | ? | -4% | -16% | ? | 7% | ? | ?
Cc1ccc(N2C(=O)c3ccc(N)cc3C2=O)cc1 | nt | 6% | i | 16µM* | -9% | ? | 26% | 3% | 15% | -9% | i
COc1cccc(Cn2nnc(C(=O)Nc3cc(C)ccc3OC)c2N)c1 | 0.2% | ? | nt | 1% | -3% | -4%[2.3 µM] | 3% | 0% | 32% | 13% | nt
O=C(Oc1cccc(N2C(=O)CCC2=O)c1)C1CC(=O)N(c2ccc(F)cc2)C1 (stereo not given) | -0.9% | -8% | i | -2% | -5% | -3% | 20% | -2% | -6% | ? | ?
COCCCNS(=O)(=O)c1ccc2c(c1)OCCO2 | -0.4%[0.0738 µM] | 11%[11.4 µM] | nt | 3% | 7%[11.4 µM] | -2%[11 µM] | -5% | 0%[11.4 µM] | -2%[11.4 µM] | ? | nt
COc1cc(-c2nnc3sc(-c4cccnc4)nn23)cc(OC)c1OC | 3.3% | 16µM* | i | 3% | -20% | -8% | -24% | 1% | 16% | ? | i
COc1ccccc1N1CCN(C(=O)CSc2nc(-c3ccccc3)cc(=O)[nH]2)CC1 | 2.5% | ? | i | -1% | -19% | -8% | -28% | -8% | 9% | -8% | i
